T cell HTS: modulators of CD8 T cell-vesicle binding, primary screen, mouse 2C CD8+ T cells, flow cytometry | calls only at 7 µM | 2C CD8+ T cell-vesicle binding; stronger effect = lower value | 0.068% of 330,000 active;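 active means response, share of CD8 T cells binding vesicles, and their 90th percentile fluorescence all below set limits, cut at about 80% in these data, passing the limit was not always enough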
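Incubation: binding step 1.5 h, 37 °C, antibody labelling 20 min, ice; system: murine 2C transgenic CD8+ T lymphocytes; technique: cytometric PE anti-B7-1 and Alexa647 anti-CD8 signals after 1% paraformaldehyde fixation; also added: QL9-charged Drosophila Ld/ICAM-1/B7-1 vesicles; control set: naked versus QL9-loaded vesicles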
NTR1 ag: agonists of NTR1, primary screen, imaging, U2OS cells, beta-arrestin-GFP, high content (AID 493036) | Neurotensin receptor type 1 (Homo sapiens), P30989 | 0.17% of 330,000 active | activation, % at 20 µM | NTR1-U2OS beta-arrestin-GFP spot imaging, agonist mode;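 active means activation at or above 40% of the spot to cytoplasm intensity ratio, with at least 20 cells analyzed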;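 further: 0% = DMSO without peptide and 100% = 100 nM NTR1 peptide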
Target sequence (P30989 whole entry, looked up): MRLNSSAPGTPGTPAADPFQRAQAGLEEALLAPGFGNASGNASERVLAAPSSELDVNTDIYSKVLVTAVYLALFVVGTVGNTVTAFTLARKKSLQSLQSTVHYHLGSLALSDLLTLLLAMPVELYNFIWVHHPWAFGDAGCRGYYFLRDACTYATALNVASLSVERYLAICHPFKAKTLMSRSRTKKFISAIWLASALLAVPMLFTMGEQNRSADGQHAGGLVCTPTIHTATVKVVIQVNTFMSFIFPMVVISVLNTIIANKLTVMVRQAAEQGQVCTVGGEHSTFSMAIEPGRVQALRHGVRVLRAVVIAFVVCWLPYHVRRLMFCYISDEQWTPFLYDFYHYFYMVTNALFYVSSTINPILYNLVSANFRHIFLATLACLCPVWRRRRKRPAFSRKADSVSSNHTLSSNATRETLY
Large T inhibition: SV40 large T antigen inhibitors, biochemical (AID 1903) | SV40 large T antigen ATPase/helicase inhibition assay; higher % means a stronger effect | inhibition, % at 20 µM, or IC50 in µM where a hit was titrated | 0.39% of 310,000 active; in the data active means a potency from the dose series; further: strong numbers were not always called active
PhoP inhibition: inhibitors of PhoP regulon expression, primary screen, Salmonella Typhimurium, GFP reporter (AID 1863); S. Typhimurium PhoP-regulated promoter GFP reporter, 4 h; higher % means a stronger effect; inhibition, % at 50 µM, or IC50 in µM where a hit was titrated; 0.16% of 300,000 active;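 active means inhibition over 29.93%, a cutoff 3 SD above the screen mean, later confirmed by dose response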;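 further: 0% = low Mg2+ inducing control and 100% = high Mg2+ repressing control; strong numbers were not always called active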
West Nile antiviral: West Nile virus antiviral activity, cell-based, CPE readout (AID 1621). West Nile virus-infected cells, CPE inhibition; higher % means a stronger effect. CPE inhibition, % at 10 µM; hits with a dose series show IC50 in µM. 0.02% of 290,000 active; in the data active means a potency from the dose series; further: strong numbers were not always called active
MgcRacGAP inhibition: MgcRacGAP GTPase-activating activity inhibitors, confirmation, biochemical, ADP Hunter fluorescence; AID 624330, 2012; MgcRacGAP-stimulated Rac1 GTP hydrolysis, ADP Hunter fluorescence; higher % means a stronger effect; GST-tagged Rac1 F28L mutant substrate; 0.6% of 340,000 active; one-dose inhibition, % at 30 µM; IC50 in µM for titrated hits;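 active means first-screen hits whose inhibition reached a set limit at any dose in the follow-up dose series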;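 further: fluorescence reports GDP produced by GAP-driven GTP hydrolysis; strong numbers were not always called active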
NS5 inhibitors: Dengue-2 NS5 methyltransferase inhibitors, primary screen, biochemical, confirmation dose response (AID 588689) | 0.3% of 340,000 active | inhibition, % at 25 µM, or IC50 in µM where a hit was titrated | Dengue-2 NS5 methyltransferase capping enzyme assay, biochemical; higher % means a stronger effect | Genome polyprotein (Dengue virus type 2 (strain 16681-PDK53)); in the data active means a potency from the dose series
RSV CPE inhibition: RSV antiviral activity via CPE protection, HEp-2 cells, primary 10 µM value included (AID 2391). HEp-2 cells, RSV-induced CPE inhibition; higher % means a stronger effect. CPE inhibition, % at 10 µM; hits with a dose series show IC50 in µM. 0.13% of 310,000 active; in the data active means a potency from the dose series; further: strong numbers were not always called active
UTI89 phage lysis: inhibition of K1F phage lysis, E. coli UTI89, bacterial capsule biogenesis inhibitors, alamar blue (AID 488966); E. coli UTI89 K1F phage lysis, alamar blue, 2 h; higher % means a stronger effect; one-dose inhibition, % at 100 µM; IC50 in µM for titrated hits; 0.02% of 340,000 active;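 active means phage lysis inhibition, versus mean bacterial control, above a set limit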;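 further: capsule biogenesis inhibitors block K1F phage lysis so surviving cells raise fluorescence; higher fluorescence means more inhibition of phage lysis; actives were called in the ten point dose series up to 300 µM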
T cell HTS vesicle-bound %: recorded beside T cell HTS, whose call it bears; double positive events, %; measured here: CD8+ vesicle-bound cell fraction;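 binding gate set so that unloaded-vesicle control wells show 10% double positive cells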
NTR1 ag cell count 20 µM: second read-out of NTR1 ag, no call of its own (marks repeat the call); cell count; measured here: cell count, cytotoxicity flag
NS5 inhibitors pilot replicate: second read-out of NS5 inhibitors, no call of its own (marks repeat the call); inhibition, %; measured here: pilot screen replicate inhibition
Numbers without * were called inactive; i = inactive; · = no result given; [ ] = remark or other dose.

SMILES	T cell HTS	T cell HTS vesicle-bound %	NTR1 ag	NTR1 ag cell count 20 µM	Large T inhibition	PhoP inhibition	West Nile antiviral	MgcRacGAP inhibition	NS5 inhibitors	RSV CPE inhibition	UTI89 phage lysis	others
Cc1nc2c(C)[n+](CC(=O)c3ccccc3)ccc2n1C	i	24	-0.8	48	5%	-9%	0.0%	·	·	1.0%	·
CCOc1ccc(-c2nc(N)ncc2-c2ccccc2OC)c(O)c1	i	21	-0.1	71	10%	-2%	-0.2%	-19%	-7%	1.3%	0.2%
Cc1cc(N2CCN(C)CC2)nc2ccc(NC(=S)NC3CC3)cc12	i	19	1.2	62	16%	-6%	-0.3%	6%	2%	-1.6%	0.3%
COc1cc(CN2CCN(CCCc3ccccc3)CC2CCO)cc(OC)c1 (stereo not given)	i	43	-0.3	65	-1%	10%	-1.5%	8%	-10%	-1.2%	0.1%
Cc1ccc(C)c(CSc2nc3[nH]ncc3c(=O)[nH]2)c1	i	58	0.1	80	2%	-13%	-0.1%	16%	0%	-0.3%	0.2%
C(=N\N=C\c1ccccn1)/c1ccccn1	i	45	-0.6	57	3%	4%	-0.4%	3%	3%	0.6%	0.1%[50 µM]
O=C(NC1CCCCC1NC(=O)c1ccco1)c1ccco1 (stereo not given)	i	44	0.4	33	-2%	-1%	0.0%	10%	-8%	0.6%	1.7%
COc1ccccc1NC(=O)c1ccc(NC(=O)COC(=O)C2CCCCC2)cc1	i	60	1.1	66	27%	-6%	0.3%	6%	-9%	1.7%	0.2%
O=C(N/C(=C\c1ccccc1)C(=O)N1CCOCC1)c1cccc(Br)c1	i	22	0.2	54	1%	7%	0.0%	3%	-5%	1.4%	-0.1%
COc1ccc2nc(NC(=O)CSc3cn[nH]n3)sc2c1	i	22	0.0	49	6%	-2%	0.3%	6%	-9%	6.0%	-0.9%
CC(C)c1ccc(NC(=O)N(CCc2nc3ccccc3[nH]2)C2CCCC2)cc1	i	25	-0.5	78	-2%	29%	-0.3%	8%	3%	38%	0.9%
Cc1onc(-c2ccccc2)c1C(=O)n1cc(Br)cn1	i	27	1.4	85	13%	3%	0.5%	6%	-2%	1.5%	0.0%
CN(C)C(=O)c1ccc(-c2cc(C(F)(F)F)n(C)n2)s1	·	·	2.3	58	5%	5%	-0.8%	7%	-1%	·	0.0%
Cc1cc(C(=O)N2CCN(c3ccc([N+](=O)[O-])cc3)CC2)co1	i	45	-0.7	67	29%	2%	-0.7%	7%	-12%	14%	0.2%
O=C(NCc1ccc(C(=O)O)cc1)OCc1ccccc1	i	44	0.0	60	6%	-9%	0.1%	0%	·	-0.7%	0.1%
Nc1ncnc2c1nc(Sc1ccc(Cl)cc1)n2[C@@H]1O[C@@H]2COP(=O)(O)O[C@H]2[C@H]1O	i	41	-0.7	63	9%	-5%	2.4%	9%	4%	-2.3%	0.9%
Cc1[nH]n(C(N)=S)c(=O)c1N=Nc1cc(C(F)(F)F)ccc1Cl	i	27	2.8	55	22%	-3%	0.3%	9%	5%	7.5%	0.5%
O=C(N/N=C/c1cccc2ccccc12)c1cc2ccccc2o1	·	·	5.3	59	·	·	0.3%	8%	8%	·	0.9%[50 µM]
O=C(Cn1nc(-c2ccc(Cl)cc2)ccc1=O)NCc1ccc2c(c1)OCO2	i	45	0.3	77	10%	-24%	·	-1%	3%	0.0%	0.3%
CC(C)=CCC/C(C)=C/CNC(=O)C[C@H]1C[C@H](C(=O)N2CCOCC2)[C@@]2(CCC3CCCC3)c3[nH]c4cc(CCC(=O)N(C)C)ccc4c3CCN2C1=O	·	·	17	71	·	·	·	6%	-4%	·	-0.3%	NS5 inhibitors pilot replicate=2.4
Cc1c(CCC(=O)NC2CC2)c(=O)oc2cc(O)ccc12	i	18	1.4	102	6%	13%	0.3%	5%	1%	2.2%	4.1%
O=C(Nc1cccc(C(=O)O)c1)/C(=C\c1ccc(F)cc1)NC(=O)c1ccco1	i	23	-0.3	48	8%	-5%	0.9%	5%	-16%	0.5%	0.3%
O=C(Cn1cnc2ccccc21)Nc1ccc(F)c(F)c1	i	48	0.1	47	4%	5%	-0.8%	-6%	-9%	0.5%	0.5%
Cc1ccccc1-n1nnnc1SCc1cc(=O)n2ccsc2n1	i	23	3.1	52	20%	2%	-0.5%	7%	-3%	4.0%	0.0%
COc1ccccc1CNC(=O)C(CC(C)C)NC(=O)C1CCC(C)CC1 (stereo not given)	i	28	-1.5	74	13%	-3%	-0.8%	-1%	-8%	-0.4%	-1.5%
SMILES	T cell HTS	T cell HTS vesicle-bound %	NTR1 ag	NTR1 ag cell count 20 µM	Large T inhibition	PhoP inhibition	West Nile antiviral	MgcRacGAP inhibition	NS5 inhibitors	RSV CPE inhibition	UTI89 phage lysis	others
O=C(NC1CCCC1)C(c1ccncc1)N(CCCN1CCOCC1)C(=O)c1ccc(-c2ccccc2)[nH]1 (stereo not given)	i	31	-0.1	40	12%	-7%	-0.3%	2%	-1%	-0.2%	1.4%
Cc1cc(NC(=O)c2ccccc2-c2ccccc2C(=O)O)no1	i	32	-1.6	56	3%	4%	0.3%	1%	-2%	0.8%	2.6%
Cc1cc(C(=O)OCC(=O)N2CCC(C)CC2)c2ccccc2n1	i	34	0.3	75	·	·	·	13%	5%	·	0.3%[50 µM]
CCN(CC)C(=O)CSc1nnc(-c2ccco2)o1	i	46	-0.2	57	13%	8%	0.1%	3%	2%	1.1%	3.8%
Cc1ccc(NC(=O)CSc2nnc(N)s2)cc1S(=O)(=O)N1CCCCC1	i	22	1.1	55	9%	2%	-0.5%	6%	2%	1.0%	1.7%[50 µM]
O=C(Nc1cccc(O)c1)c1ccc(Br)cc1	i	56	0.0	58	7%	-7%	1.2%	11%	-11%	2.7%	-12%
CC(C)CC(O)C1CCN(C(=O)CCc2nnc(-c3ccc4c(c3)OCO4)o2)CC1 (stereo not given)	i	58	0.3	63	12%	2%	-0.1%	10%	-3%	0.6%	1.4%[50 µM]
COc1cc(OC)cc(-c2nnc(SCC(=O)N3CCCCC3)o2)c1	i	30	0.8	51	-3%	1%	0.0%	6%	1%	0.2%	4.9%
COc1nc(C)ccc1-c1noc(-c2ccccn2)n1	i	10	-0.1	73	0%	-1%	0.1%	4%	5%	1.3%	1.9%
CC(C(=O)OCC(=O)NC1CCCCC1)N1C(=O)c2ccccc2C1=O (stereo not given)	i	49	0.6	58	·	·	·	5%	-1%	·	2.2%
COc1cccc(NC(=O)Cn2c(=O)n(CCC(=O)NC3CCN(Cc4ccccc4)CC3)c(=O)c3ccccc32)c1	i	33	0.4	67	11%	·	-0.6%	9%	3%	-0.3%	0.1%
C#Cc1ccc([C@@H]2C=C(C(=O)OCC=C)O[C@H](OCc3ccc(CO)cc3)C2)cc1	i	5	4.2	106	2%	-7%	-0.4%	11%	-6%	0.2%	-0.7%
CC1CC(C)(C)NC(=S)N1CCCC(=O)Nc1ccccc1F (stereo not given)	i	34	0.6	55	25%	0%	0.8%	1%	-7%	1.1%	0.4%
COc1ccc2[nH]c(=O)c(COC(=O)c3cccs3)cc2c1	i	53	-0.4	64	7%	16%	0.5%	4%	0%	7.2%	0.6%
Cc1cc(=O)n2nc(N3CCC(C(=O)NCc4ccccc4Cl)CC3)sc2n1	i	36	-0.2	43	5%	3%	-0.4%	1%	2%	-0.8%	0.0%
COc1ccc(CC(=O)Nc2nc3ccccc3s2)cc1S(=O)(=O)N1CCOCC1	i	39	-1.6	53	-3%	19%	-1.0%	7%	-6%	5.8%	-0.9%
Cc1onc(-c2ccccc2)c1C(=O)NNC(=S)NC(=O)c1ccc(Br)cc1	i	47	·	·	17%	-1%	-0.6%	8%	-6%	-1.0%	2.0%[50 µM]
CCCC(=O)Nc1c(-c2cccc(C)c2)c(=O)c2ccccc2n1C	i	54	1.2	81	17%	2%	-0.5%	3%	-3%	0.7%	0.3%

Ordered by length of the SMILES (ascending): part of the list above
SMILES	T cell HTS	T cell HTS vesicle-bound %	NTR1 ag	NTR1 ag cell count 20 µM	Large T inhibition	PhoP inhibition	West Nile antiviral	MgcRacGAP inhibition	NS5 inhibitors	RSV CPE inhibition	UTI89 phage lysis	others
O=C(Nc1cccc(O)c1)c1ccc(Br)cc1	i	56	0.0	58	7%	-7%	1.2%	11%	-11%	2.7%	-12%
CCN(CC)C(=O)CSc1nnc(-c2ccco2)o1	i	46	-0.2	57	13%	8%	0.1%	3%	2%	1.1%	3.8%
COc1nc(C)ccc1-c1noc(-c2ccccn2)n1	i	10	-0.1	73	0%	-1%	0.1%	4%	5%	1.3%	1.9%
CC1CC(C)(C)NC(=S)N1CCCC(=O)Nc1ccccc1F (stereo not given)	i	34	0.6	55	25%	0%	0.8%	1%	-7%	1.1%	0.4%
Cc1cc(NC(=O)c2ccccc2-c2ccccc2C(=O)O)no1	i	32	-1.6	56	3%	4%	0.3%	1%	-2%	0.8%	2.6%
Cc1cc(C(=O)OCC(=O)N2CCC(C)CC2)c2ccccc2n1	i	34	0.3	75	·	·	·	13%	5%	·	0.3%[50 µM]
COc1cc(OC)cc(-c2nnc(SCC(=O)N3CCCCC3)o2)c1	i	30	0.8	51	-3%	1%	0.0%	6%	1%	0.2%	4.9%
CCCC(=O)Nc1c(-c2cccc(C)c2)c(=O)c2ccccc2n1C	i	54	1.2	81	17%	2%	-0.5%	3%	-3%	0.7%	0.3%
Cc1ccc(NC(=O)CSc2nnc(N)s2)cc1S(=O)(=O)N1CCCCC1	i	22	1.1	55	9%	2%	-0.5%	6%	2%	1.0%	1.7%[50 µM]
Cc1cc(=O)n2nc(N3CCC(C(=O)NCc4ccccc4Cl)CC3)sc2n1	i	36	-0.2	43	5%	3%	-0.4%	1%	2%	-0.8%	0.0%
COc1ccc(CC(=O)Nc2nc3ccccc3s2)cc1S(=O)(=O)N1CCOCC1	i	39	-1.6	53	-3%	19%	-1.0%	7%	-6%	5.8%	-0.9%
CC(C)CC(O)C1CCN(C(=O)CCc2nnc(-c3ccc4c(c3)OCO4)o2)CC1 (stereo not given)	i	58	0.3	63	12%	2%	-0.1%	10%	-3%	0.6%	1.4%[50 µM]
O=C(NC1CCCC1)C(c1ccncc1)N(CCCN1CCOCC1)C(=O)c1ccc(-c2ccccc2)[nH]1 (stereo not given)	i	31	-0.1	40	12%	-7%	-0.3%	2%	-1%	-0.2%	1.4%

Compound activity (PubChem BioAssay)
